# Compound activity as filed in PubChem BioAssay.
# FBW7 activator = activators of human E3 ligase FBW7. AlphaScreen FBW7–phospho-cyclin E peptide binding, activator screen. normalized activity (activation), % at 26.1 µM. 650,000 tested, 0.13% active. AID 1259310; in the data active = normalized activity above about 1.9%;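 note: purified mutant Fbw7 with reduced substrate affinity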
# Target sequence (Q969H0 whole entry, looked up): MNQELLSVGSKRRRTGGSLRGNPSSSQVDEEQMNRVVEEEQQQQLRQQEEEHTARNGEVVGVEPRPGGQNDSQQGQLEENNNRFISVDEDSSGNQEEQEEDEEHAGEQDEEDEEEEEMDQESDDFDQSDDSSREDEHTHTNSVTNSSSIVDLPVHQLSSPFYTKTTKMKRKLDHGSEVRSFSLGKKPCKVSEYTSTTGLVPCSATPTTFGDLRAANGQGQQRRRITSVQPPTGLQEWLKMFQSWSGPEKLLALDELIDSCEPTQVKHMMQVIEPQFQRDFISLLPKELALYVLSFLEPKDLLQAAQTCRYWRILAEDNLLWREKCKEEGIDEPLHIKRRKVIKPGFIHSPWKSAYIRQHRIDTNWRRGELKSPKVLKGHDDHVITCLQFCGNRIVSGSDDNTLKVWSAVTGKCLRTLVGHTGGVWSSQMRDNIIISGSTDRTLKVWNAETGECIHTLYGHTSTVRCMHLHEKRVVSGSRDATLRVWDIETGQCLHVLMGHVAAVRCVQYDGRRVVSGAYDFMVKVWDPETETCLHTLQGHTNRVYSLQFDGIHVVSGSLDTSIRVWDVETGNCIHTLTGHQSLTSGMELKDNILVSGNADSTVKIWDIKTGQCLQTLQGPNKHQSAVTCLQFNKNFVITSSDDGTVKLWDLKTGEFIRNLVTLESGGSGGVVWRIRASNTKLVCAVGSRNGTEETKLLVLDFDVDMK
# GPR151 activ = human GPR151 activation; 650,000 tested, 1% active; PathHunter beta-arrestin GPR151 cells, luminescence; activation, % at 11.2 µM; Q8TDV0; AID 1508602; in the data active = activation above about 4.9%;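 note: 0% = median of compound wells and 100% = cells with positive control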
# Target sequence (Q8TDV0 whole entry, looked up): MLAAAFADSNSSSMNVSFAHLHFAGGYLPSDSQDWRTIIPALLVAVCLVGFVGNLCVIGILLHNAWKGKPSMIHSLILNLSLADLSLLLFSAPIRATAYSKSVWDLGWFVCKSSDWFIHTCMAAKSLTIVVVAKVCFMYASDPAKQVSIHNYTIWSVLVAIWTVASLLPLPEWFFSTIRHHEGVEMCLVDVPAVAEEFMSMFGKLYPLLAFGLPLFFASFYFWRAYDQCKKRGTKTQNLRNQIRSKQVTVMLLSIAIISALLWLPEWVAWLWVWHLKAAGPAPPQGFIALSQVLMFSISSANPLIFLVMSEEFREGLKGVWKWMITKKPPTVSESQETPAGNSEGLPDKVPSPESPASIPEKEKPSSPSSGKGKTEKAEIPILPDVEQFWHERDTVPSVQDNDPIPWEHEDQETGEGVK
# TEAD-YAP inh = TEAD-YAP interaction inhibition | HEK-TIYL cells, TEAD-Gal4/YAP UAS-luciferase luminescence | inhibition, % at 9.12 µM | 640,000 tested, 1.4% active | AID 1259422; in the data active = inhibition above about 32%;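 note: 0% = median of test compound wells and 100% = reference inhibitor wells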
# MITF primary = human MITF inhibition, primary screen; O75030; AlphaScreen MITF homodimerization, bead proximity signal; inhibition, % at 2.6 µM; 650,000 tested, 0.91% active; AID 1259374; in the data active = inhibition above about 50%;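 note: 0% = vehicle wells with protein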
# * hit, by the source's call; x = not tested or not shown; & = joins results of further samples.
# Sample of the layout, 5 compounds:
# Fields – GPR151 activ, MITF primary, FBW7 activator, TEAD-YAP inh
COc1ccc(CC(=O)N2CCC(Nc3nc4c(c(=O)[nH]3)CCCC4)CC2)cc1
→ 0.1, 4, -0.2, -1
CCOCCCNC(=O)c1ccc2c(c1)NC(=O)/C(=C\c1ccc(C)cc1)S2
→ 0.2, 3, -0.1, 6
COC(=O)c1cc(NC(=O)CN2C(=O)NC3(CCCCCC3)C2=O)cc(C(=O)OC)c1
→ 0.3, -11, 0.1, -5
CCOc1ccc(CN2CCN(c3ncnc4scc(-c5ccc(F)cc5)c34)CC2)cc1
→ -0.6, -10, 0.0, 0
CCOc1ccccc1N1CCN(Cc2ccccc2[N+](=O)[O-])CC1
→ -1.2, 17, 0.1, -2

# This part in full, repeating the preview:
# Fields – GPR151 activ, MITF primary, FBW7 activator, TEAD-YAP inh
COc1ccc(CC(=O)N2CCC(Nc3nc4c(c(=O)[nH]3)CCCC4)CC2)cc1
→ 0.1, 4, -0.2, -1
CCOCCCNC(=O)c1ccc2c(c1)NC(=O)/C(=C\c1ccc(C)cc1)S2
→ 0.2, 3, -0.1, 6
COC(=O)c1cc(NC(=O)CN2C(=O)NC3(CCCCCC3)C2=O)cc(C(=O)OC)c1
→ 0.3, -11, 0.1, -5
CCOc1ccc(CN2CCN(c3ncnc4scc(-c5ccc(F)cc5)c34)CC2)cc1
→ -0.6, -10, 0.0, 0
CCOc1ccccc1N1CCN(Cc2ccccc2[N+](=O)[O-])CC1
→ -1.2, 17, 0.1, -2
COc1ccc2c(c1)OC(C)CN(CC(=O)NCCc1cnccn1)C2 (stereo not given)
→ -0.7, -20, -0.2, 7
Cc1ccc(NC(=O)Cn2c(Cc3ccccc3)nc3sc4c(c3c2=O)CCCC4)c(Br)c1
→ 0.3, 4, -0.1, 8
COc1ccc(C(=O)c2sc3c(c2N)C2(CCCCC2)C(c2nc(-c4ccccc4)cs2)C(N)=N3)cc1 (stereo not given)
→ 2.8, -8, 0.5, 6
COc1ccc(C(=O)N/N=C/c2ccc(Br)o2)cc1
→ 1.1, -23, 0.0, -31
Cc1ccc(NC(=O)c2c(Nc3ccccc3C)sc(C(=O)c3ccccc3)c2N)cc1
→ -0.5, 9, -0.4, 12
CNCCCOc1ccc(C)cc1OC
→ 2.1, 52*, 0.1, -4
CCOc1ccc(-n2c(CNC(=O)c3ccc(S(=O)(=O)N4CCCCC4)cc3)nnc2SCC(=O)Nc2nccs2)cc1
→ 0.5, -6, 0.0, -3
CC(=O)Nc1cnc(NC(=O)C(C)C)cc1C
→ 1.3, -10, 0.1, -1
Cc1sc2nc(Cc3ccccc3)nc(Nc3ccc(C(F)(F)F)cc3)c2c1C
→ -0.2, -1, -0.1, 4
COc1cccc(NC(=O)c2nc3nc(C)cc(C)n3n2)c1
→ -1.4, 2, 0.4, -11
COCCn1nnnc1C(c1cc2cc(C)cc(C)c2[nH]c1=O)N1CCC(O)CC1 (stereo not given)
→ -1.1, -11, 0.3, 6
CCC(=O)Nc1nnc(S(=O)(=O)N(C)Cc2ccco2)s1
→ 0.6, 15, 0.6, 0
Cc1ccc(Cc2c(C)nc3c(C(=O)N4CCCC4)cnn3c2C)cc1
→ 1.5, -6, -0.1, -27
Nc1cc(C(=O)N2CCN(c3ccccc3Cl)CC2)ccc1N1CC2CC(C1)c1cccc(=O)n1C2 (stereo not given)
→ 0.8, 11, -0.1, 5
CCOc1cccc(C2CC(c3ccc(OC)cc3)=NC(c3ccc(Br)cc3)N2)c1O (stereo not given)
→ -0.4, -3, 0.3, -39
COc1ccccc1/C=C/C(=O)OC(C)CN1CCOCC1 (stereo not given)
→ 1.4, 10, 0.2, -1
COc1cc(NC(=O)c2cnc(NC3CCN(Cc4ccccc4)CC3)s2)cc(OC)c1OC
→ 4.2, -2, -0.1, -9
OC1CCCCC1C1(NC(=S)Nc2ccccc2)CCCCC1 (stereo not given)
→ -0.2, -5, 0.1, 0
CC1=C(C(=O)OCCC(C)C)C(c2ccc(OCc3ccccc3)cc2)NC(=O)N1C (stereo not given)
→ -1.4, 20, 0.1, 1
COC(=O)C1=CN(c2ccc(C(=O)OC)cc2)C=C(C(=O)OC)C1c1ccc(C)s1
→ 0.2, 12, 0.1, -2
Cc1c(C(=O)Nc2ccc(C(F)(F)F)cc2)sc2ncnc(N3CCCCC3C)c12 (stereo not given)
→ -0.2, 10, 0.2, 5
O=C(COc1cccc2ccc(N3CCCC3)nc12)NCc1ccc(F)cc1
→ 2.5, 15, 0.0, -23
O=C(Nc1ccc(NC(=O)C2CC2)nc1)c1cccc(F)c1
→ 1.4, -3, 0.3, -49
Cc1cccc(C(c2sc3nc(C)nn3c2O)N2CCC(C(N)=O)CC2)c1 (stereo not given)
→ -0.5, -2, -0.1, -8
COC(=O)C1=C(C)N(C)C(=O)/C1=C\c1cc(C)n(-c2ccc(C)cc2)c1C
→ -1.0, -5, 0.0, -2
Nc1nnc(SCC(=O)OCC(=O)NC2CCCCC2)s1
→ 0.9, 9, 0.6, -2
COc1ccc(N2CCN(c3ncnc4sc(C(=O)NCc5ccc(Cl)cc5)c(C)c34)CC2)cc1
→ 0.8, -8, -0.1, 0
CCc1ccc2c(c1)c1nnc(SCC(=O)NC(C)(C)C)nc1n2C
→ -8.7, 16, -0.1, -51
CC(=O)c1cccc(NC(=O)C2CCN(C(=O)Cc3ccccc3)CC2)c1
→ -0.2, 7, 0.0, 6
CCCCc1ccc(NS(=O)(=O)c2cc3c4c(c2)CCN4C(=O)CC3)cc1
→ 0.5, 24, 0.7, -7
Cc1nnc2c(N3CCC(C)CC3)nc3ccccc3n12
→ 1.4, 9, -0.1, 6
COCc1cc(C)nc(SCC(=O)Nc2ccccc2OC)c1C#N
→ 0.3, -6, 0.0, 2
COC(=O)c1ccc(NS(=O)(=O)c2ccc(OC)c(C)c2)cc1
→ 0.5, 5, -0.2, 2
CC1(C)Cc2c(ccc3ccccc23)/C(=C/C(=O)C(N)=O)N1
→ 1.9, -6, -0.1, 2
COCC(C)NC(=O)c1ccc(N(C)C)cc1 (stereo not given)
→ -1.0, 11, 0.0, -7
CCN(CC)C(=O)c1sc(NC(=O)c2ccc(Br)o2)c(C(=O)OC)c1C
→ 0.3, -7, -0.1, 9
COCc1c(C(=O)N/N=C\c2ccc(N(C)C)cc2)nnn1-c1nonc1N
→ 0.3, 26, 1.0, 6
COc1ccc(-c2cc(C(F)(F)F)n3nc(C(=O)Nc4sc5c(c4C(=O)OC(C)C)CCCC5)cc3n2)cc1OC
→ 0.2, 3, 0.1, 3
COc1ccc(Br)cc1-c1nc(C(N)=O)c2[nH]c(=O)n(-c3ccccc3)c2n1
→ -0.1, -4, -0.1, -6
c1cnc(N2CCN(Cc3c[nH]c4ccccc34)CC2)nc1
→ -0.1, 10, 0.0, 4
Cn1c(C(=O)NC(C)(C)C)cc2sccc21
→ -0.7, 1, -0.3, -13
Cc1cccc(C)c1OCCn1c(-c2ccc(Cl)cc2)nc2ccccc2c1=O
→ -0.9, -4, 0.6, -7
O=C(c1ccccc1)N1N=C(c2ccccc2)CC1c1ccccc1[N+](=O)[O-] (stereo not given)
→ -0.5, 8, 0.0, 0
COc1ccc(/C=C2\N=C(c3ccc([N+](=O)[O-])cc3Cl)OC2=O)cc1OC
→ -0.1, 6, 0.1, 7
CN(C)C(=O)/C(=C\c1ccncc1)NC(=O)c1ccccc1
→ -0.8, -9, -0.3, -4
CCN(CC)S(=O)(=O)c1cccc(C(=O)Nc2cccnc2)c1
→ 0.0, -2, 0.0, 5
Oc1ccccc1-c1ccc2c(-c3ccc(N4CCNCC4)cc3)[nH]nc2n1
→ 0.5, 8, 0.0, 61*
Cc1cccnc1NC(=O)C(C)N1Cc2ccccc2C1=O (stereo not given)
→ 1.9, -13, -0.4, -13
Cc1ccc(Cc2c(C)nc3nc(SCC(=O)Nc4cccc(Cl)c4)nn3c2C)cc1
→ 4.5, 3, 0.2, 9
COCCn1c(SCC(=O)NC23CC4CC(CC(C4)C2)C3)nnc1-c1ccncc1
→ -0.5, 1, -0.1, -4
CC(C)C1CCC(C)C(OC(=O)C[n+]2cccc(C(=O)NCCO)c2)C1 (stereo not given)
→ -1.5, 3, -0.1, 8
CC(C)(Oc1ccc(Cl)cc1)C(=O)O
→ 0.1&-0.5&0.0, -4&-16&-4, 0.0&0.0&0.2, 1
Nc1ccc2nc(SCC(=O)c3ccc(Br)cc3)sc2c1
→ -0.5, -5, 0.0, 4
COc1cc(C2C(C#N)=C(N)Oc3n[nH]c(-c4cc(OC)c(OC)c(OC)c4)c32)ccc1OC(=O)c1ccco1 (stereo not given)
→ -0.8, 6, -0.1, 11
O=C1CCC(=O)N1CCSC(=S)N1CCOCC1
→ 0.1, -1, -0.1, 7

# The listing continues.
# Fields – GPR151 activ, MITF primary, FBW7 activator, TEAD-YAP inh
C[C@H](Cn1nnc2ccccc21)NC(=O)C1CC1
→ -1.0, 19, 0.3, 3
N/C(=N\OC(=O)c1cc(-c2ccccc2)nc2ccccc12)c1cccnc1
→ 1.5, 1, -0.1, 11
COc1cccc(N2CCC(=O)N2)c1
→ 0.8, 12, -0.1, -4
Cc1nc2nc(-c3ccccc3)[nH]n2c(=O)c1Cl
→ -8.0, 8, -0.1, 20
CN(C)c1ccc(/C=C2\C(=O)NC(=O)N(c3ccc(Cl)cc3)C2=O)o1
→ 0.7, 14, 0.0, 6
Clc1ccc(C2=CC(c3ccc(Cl)cc3)n3nnnc3N2)cc1 (stereo not given)
→ 0.2, 1, 0.1, -5
O=S(=O)(c1ccc(Br)cc1Br)n1nnc2ccccc21
→ 0.0, 10, 0.1, 8
CC1=CC(C)(C)N(C(=O)CSc2nccc(C)n2)c2ccc(C)cc21
→ -0.3, 2, 0.0, -8
O=C(O)c1ccc(NC(CSCc2cccc(Cl)c2)C(=O)O)c([N+](=O)[O-])c1 (stereo not given)
→ 0.5, -5, -0.1, -8
NC1=NC(c2cccc3ccccc23)n2c(nc3ccccc32)N1 (stereo not given)
→ -0.1, 1, -0.1, 1
Clc1ccccc1C1Nc2ccc(Br)cc2C2C=CCC21 (stereo not given)
→ -2.4, -7, -0.1, -8
Cc1sc2ncnc(SCC(=O)Nc3ccc(C(N)=O)cc3)c2c1C
→ -0.8, -4, -0.2, 3
CCOc1ccc(C2C(C(=O)OCCOC)=C(C)NC3=C2C(=O)CCC3)cc1OC (stereo not given)
→ 0.6, 9, 0.0, 10
NCC(=O)O
→ 2.2, 16, 0.0, x
Cc1ccc([N+](=O)[O-])cc1S(=O)(=O)NCCOc1ccccc1
→ -0.9, 19, 0.2, 1
O=C(Nc1cccc(-c2nc3ccccc3o2)c1)c1cccc(Br)c1
→ -0.9, 3, -0.1, -4
COc1ccc(C(=O)NC(=S)Nc2cc([N+](=O)[O-])ccc2F)cc1OC
→ 0.1, 4, 0.1, 0
O=c1ccccn1Cc1ccc(Cl)c(Cl)c1
→ 2.8, -4, 0.0, -7
CCC(C)C(NC(=O)C(C)NC(=O)CN)C(N)=O (stereo not given)
→ -0.8, 10, 1.2, -2
COc1c(C(=O)Nc2ccc(Br)cn2)ccc2ccccc12
→ 0.4, 3, 0.0, -35
CC1CCN(C(c2ccc(F)cc2)c2sc3nc(-c4ccco4)nn3c2O)CC1 (stereo not given)
→ 0.2, 2, 0.0, 6
COc1ccccc1CCc1nnc(CCC(=O)NC(C)CCCC(C)(C)O)o1 (stereo not given)
→ 1.1, 10, 0.1, -5
CCOC(=O)N1CCc2c(sc(NC(=O)c3ccc([N+](=O)[O-])cc3)c2C#N)C1
→ 1.7, 8, 0.0, 8
O=C(Cc1ccc(Cl)cc1)Nc1ccc(C(=O)N2CCCCC2)cc1
→ 0.8, 1, 0.4, -22
COc1ccc(-c2ccc(=O)n(CC(=O)Nc3cccnc3)n2)cc1OC
→ -0.8, 2, 0.7, -3
CCOc1cccc(C(N)CC(=O)O)c1 (stereo not given)
→ -0.1, 5, -0.1, 11
COc1ccccc1OP(=O)(O)Oc1ccccc1OC
→ 1.7, 14, 0.1, 0
O=C(NCc1cccc(C(F)(F)F)c1)c1cnc(NCCN2CCOCC2)s1
→ -1.2, -9, 0.0, 4
CC(=O)Oc1ccc2c(C)cc(=O)oc2c1I
→ 0.8, 1, -0.1, -5
COC(=O)Cn1c(=O)c2cccn2c2ccccc21
→ -0.5, -17, 0.0, -6
O=C(O)c1coc(=O)c2ccccc12
→ -0.9, -10, -0.2, 8
COc1cc(NC(=O)c2ccccc2)c(OC)cc1NC(=O)CCn1nnc2ccccc21
→ -0.1, 1, -0.1, 7
Cc1nc(CSc2nnc3n(-c4ccccc4)c(=O)c4ccccc4n23)cs1
→ 0.8, -9, 0.0, -9
CCOc1ccc(NC(=O)C(=O)NC(C)c2ccccc2)cc1 (stereo not given)
→ 1.7, 5, 0.0, 1
COc1ccc(NS(=O)(=O)c2cc3c(cc2Cl)NC(=O)CO3)cc1OC
→ -0.2, -2, -0.1, 3
O=C(Nc1nnc(-c2ccccc2Cl)s1)c1ccc(F)cc1
→ 0.1, 7, 0.1, 1
CCOc1ccc(/C=C2/N=C(c3cncc(Br)c3)OC2=O)cc1
→ 5.0*, 18, -0.1, 4
Cc1cc(SCC(=O)c2ccc(Cl)cc2)nc(=O)[nH]1
→ -2.0, -8, -0.4, 7
CC1CC(=O)NN=C1c1ccc(Cl)cc1 (stereo not given)
→ 1.5, 0, -0.1, -1
COc1ccc(-c2cncc(C(=O)NCCO)c2)cc1
→ -1.1, -1, -0.1, -5
CCOc1ccccc1NC(=O)c1ccc(OC)cc1OC
→ 2.6, 10, 0.1, -2
CC1CN(C)C(C)CC1OC(=O)c1ccccc1 (stereo not given)
→ 0.4, 7, -0.1, -1
CCOc1ccc(C2C(C(=O)OC(C)C)=C(C)N=C3SCCC(=O)N32)cc1OC (stereo not given)
→ -0.7, -3, 0.1, -1
